TEAD-YAP block = TEAD-YAP interaction inhibition | HEK-TIYL cells, TEAD-Gal4/YAP UAS-luciferase luminescence | inhibition, % at 9.12 µM | 640,000 tested, 1.4% active; in the data active = inhibition above about 32%;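 note: 0% = median of test compound wells and 100% = reference inhibitor wells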
GPR151 ag = activators of human GPR151 | Q8TDV0 | PathHunter beta-arrestin GPR151 cells, luminescence | activation, % at 11.2 µM | 650,000 tested, 1% active; in the data active = activation above about 4.9%;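 note: 0% = median of compound wells and 100% = cells with positive control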
FBW7 activator = activators of human E3 ligase FBW7; normalized activity (activation), % at 26.1 µM; 650,000 tested, 0.13% active; AlphaScreen FBW7–phospho-cyclin E peptide binding, activator screen; Q969H0; AID 1259310; in the data active = normalized activity above about 1.9%;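 note: purified mutant Fbw7 with reduced substrate affinity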
Target sequence (Q969H0 whole entry, looked up): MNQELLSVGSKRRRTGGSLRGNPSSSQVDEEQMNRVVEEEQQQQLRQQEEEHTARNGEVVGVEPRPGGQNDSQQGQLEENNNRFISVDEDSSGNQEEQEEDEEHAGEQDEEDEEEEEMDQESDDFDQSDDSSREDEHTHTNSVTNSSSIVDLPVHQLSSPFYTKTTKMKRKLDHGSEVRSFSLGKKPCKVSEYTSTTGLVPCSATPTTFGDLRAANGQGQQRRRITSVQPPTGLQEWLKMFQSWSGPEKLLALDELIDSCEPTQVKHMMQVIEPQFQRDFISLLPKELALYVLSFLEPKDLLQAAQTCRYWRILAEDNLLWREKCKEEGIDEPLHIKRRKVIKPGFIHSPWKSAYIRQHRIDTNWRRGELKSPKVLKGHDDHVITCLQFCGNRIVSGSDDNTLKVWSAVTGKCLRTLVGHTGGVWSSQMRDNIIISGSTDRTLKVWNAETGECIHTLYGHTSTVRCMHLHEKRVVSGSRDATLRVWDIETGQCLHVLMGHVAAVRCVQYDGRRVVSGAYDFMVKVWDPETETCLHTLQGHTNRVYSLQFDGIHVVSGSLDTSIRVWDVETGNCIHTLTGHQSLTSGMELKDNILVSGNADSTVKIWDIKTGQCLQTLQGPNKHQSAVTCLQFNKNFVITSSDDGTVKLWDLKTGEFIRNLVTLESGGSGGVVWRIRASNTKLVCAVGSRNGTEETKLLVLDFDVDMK
MITF primary = human MITF inhibition, primary screen. AlphaScreen MITF homodimerization, bead proximity signal. inhibition, % at 2.6 µM. O75030. 650,000 tested, 0.91% active; in the data active = inhibition above about 50%;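 note: 0% = vehicle wells with protein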
The depositor's hits bear a star; & = joins results of further samples. Hits appear at their usual frequency. About 3.5% of those tested had a hit in this group.

Every second line gives: GPR151 ag | FBW7 activator | MITF primary | TEAD-YAP block
- N#C/C(=N\Nc1ccccc1[N+](=O)[O-])c1nc(-c2ccc3c(c2)OCO3)cs1
 : 1.5 | 0.1 | -4 | 3
- C1=C(c2ccccc2)CCN(c2ncnc3nc[nH]c23)C1
 : 0.7 | 0.0 | 1 | -9
- Cc1ccccc1-n1nc([N+](=O)[O-])c(=NCc2ccccc2Cl)n1O
 : -0.1 | 0.1 | 15 | 1
- COc1ccc(/C=N/NC(=O)c2ccccn2)cc1
 : -6.3 | 0.0 | 10 | 23
- Cc1ccc(-c2noc(C3CCCN(C(=O)c4ccco4)C3)n2)o1 (stereo not drawn)
 : 0.1 | 0.0 | -2 | -19
- COc1ccc(S(=O)(=O)N2Cc3ccccc3CC2C(=O)NC(C)(C)C)cc1OC (stereo not drawn)
 : 2.5 | -0.3 | 5 | -8
- CCN(CC)C(=O)COc1ccc2c(C)c(Cc3ccccc3)c(=O)oc2c1
 : 4.6 | 0.2 | 3 | 18
- CN1CC(=O)N2CCN(C(=O)c3ccccc3Cl)C[C@@H]2C1=O
 : -0.3 | 0.8 | 54* | 8
- O=C(O)/C=C/c1c(F)c(F)c(N2CCCC2)c(F)c1F
 : 3.9 | 0.0 | 15 | -5
- Cc1ccnc(Nc2nc(-c3c(C)nc4cc(C)ccn34)cs2)c1
 : 0.5 | -0.2 | -17 | -13
- CCC1C(=O)C(C)(C)C(=O)OC1c1cccc(Br)c1 (stereo not drawn)
 : -0.2 | 0.2 | 12 | 10
- Cc1cc(C)c(S(=O)(=O)Nc2ccc3oc4c(c3c2)CCC(C)C4)c(C)c1 (stereo not drawn)
 : -0.2 | -0.1 | -2 | -1
- Cc1cc(-c2nnc(CCC(=O)NC(c3ccccc3)c3ccccc3)o2)no1
 : 2.5 | -0.1 | 6 | -30
- O=C(Nc1ccc2[nH]ncc2c1)c1ccnc(N[C@@H](CO)Cc2ccccc2)c1
 : -0.7 | 0.5 | 1 | -7
- COc1ccc(C(CC(=O)N2CCCCC2)NS(=O)(=O)c2ccc(C)cc2)cc1 (stereo not drawn)
 : 0.6 | 0.1 | 8 | 8
- O=C(Cn1ncn2cccc2c1=O)NCc1ccccc1Cl
 : -0.3 | 0.0 | 15 | -36
- Cc1ccc(N(CC(=O)Nc2cccc(Cl)c2C)S(=O)(=O)c2c(C)noc2C)cc1
 : 0.0 | 0.4 | 11 | 5
- COCCn1c2ccccc2n2c(=O)n(CC(=O)N3CCCC4CCCCC43)nc12 (stereo not drawn)
 : 0.2 | 0.0 | -11 | 5
- O=C(O)CCCCCNC(=O)COc1ccc2ccccc2c1
 : 0.9 | -0.1 | 5 | 3
- CCN1C(=O)/C(=C\c2cc(Cl)ccc2O)SC1=S
 : -1.1 | 0.2 | 20 | 5
- COc1ccc(NC(=O)CCCS(=O)(=O)c2nc(-c3ccc(OC)c(OC)c3)cc(C(F)(F)F)n2)cc1OC
 : 1.1 | 0.0 | 14 | -25
- COC(=O)c1ccc(CN2CCCC2)o1
 : -1.9 | 0.3 | 10 | 9
- Cc1cc(C)cc(NC(=O)C2C3C=CC4(O3)C2C(=O)N(CCCN2CCCCC2)C4C(=O)NC2CCCCC2)c1 (stereo not drawn)
 : -0.2 | 0.0 | -17 | -7
- Cc1ccccc1NC(=O)Cn1cc2c(n1)CCCCC2
 : -1.2 | 0.1 | -11 | -13
- Cc1ccnc2nc(C(=O)OCCOc3ccccc3Cl)nn12
 : -0.7 | -0.1 | -15 | -2
- Cc1cc(C)c(NC(=O)C2CCCN2CCCO)c(C)c1 (stereo not drawn)
 : -0.8 | 0.0 | 0 | -5
- CCOC(=O)C1=C(C)N=c2s/c(=C/c3ccc(N(CC)CC)o3)c(=O)n2C1c1ccc(OC)c(OCC)c1 (stereo not drawn)
 : 1.1 | -0.3 | -1 | 4
- O=[N+]([O-])c1ccc(C2SCCN2S(=O)(=O)c2ccccc2)cc1 (stereo not drawn)
 : -0.7 | -0.1 | 10 | 6
- COc1cc(NC(=O)Cn2ccsc2=N)c(C)cc1[N+](=O)[O-]
 : 1.9 | -0.1 | 9 | 11
- CCN(CC)S(=O)(=O)c1cccc(S(=O)(=O)c2ccc(C)c(S(=O)(=O)N(CC)CC)c2)c1
 : 0.0 | 1.2 | 19 | 9

Only TEAD-YAP block and FBW7 activator, for 2 of the compounds above:
canonical_smiles	TEAD-YAP block	FBW7 activator
COCCn1c2ccccc2n2c(=O)n(CC(=O)N3CCCC4CCCCC43)nc12 (stereo not drawn)	5	0.0
O=C(O)CCCCCNC(=O)COc1ccc2ccccc2c1	3	-0.1

Going on with the list.
Every second line gives: GPR151 ag | FBW7 activator | MITF primary | TEAD-YAP block
- CCN(CC)c1ccc(Nc2nc(-c3cc(OC)c(OC)c(OC)c3)nc3ccccc23)c(C)c1
 : -0.3 | -0.1 | 4 | 10
- CC(C)CS(=O)(=O)Nc1cccc(N2CCCC2=O)c1
 : 0.0 | 0.8 | 23 | -4
- CC(=O)c1ccc2c3c(onc13)-c1ccccc1C2=O
 : -1.2 | 0.5 | 6 | -30
- CCCCOc1nnc(-c2ccc(C)cc2)c2ccccc12
 : -0.7 | 0.3 | 6 | 2
- N#C/C(=C/c1cn(CCC(N)=O)c2ccccc12)c1ccc2c(c1)OCO2
 : -0.4 | 0.0 | 13 | 9
- COc1ccc(C2C=C(c3cccs3)Nc3nnnn32)c(OC)c1 (stereo not drawn)
 : 0.6 | 0.0 | 1 | -50
- O=C(Nc1c(Cl)cccc1Cl)N[C@H]1C[C@H]2C(=O)N[C@@H](COCc3ccccc3)C(=O)N2C1
 : 0.1 | -0.1 | -6 | -11
- CCn1c(C)cc(/C=C2\NC(=O)N(Cc3ccc(Cl)cc3)C2=O)c1C
 : -0.5 | 0.0 | 12 | 11
- CC1=CCC2C(=O)N(c3cccc(C(=O)OCC(=O)c4ccc(Br)cc4)c3)C(=O)C2C1 (stereo not drawn)
 : -0.6 | 0.0 | -1 | 2
- COCCCn1c(=O)/c(=C\c2ccco2)s/c1=C(/C#N)C(=O)NC1CC1
 : 0.6 | -0.1 | 5 | 14
- Nc1cc(OC(=O)/C=C\c2ccccc2)nn1S(=O)(=O)c1ccc(Cl)cc1
 : 0.4 | -0.1 | 7 | -11
- Cc1c(C(=O)N/N=C\c2cccc([N+](=O)[O-])c2)nnn1-c1nonc1N
 : -0.3 | -0.2 | 1 | 8
- Cn1c(=O)c2c(nc(Br)n2CCSc2nc3ccccc3o2)n(C)c1=O
 : -0.2 | 0.1 | -7 | -2
- O=C(COc1ccc(OCc2ccccc2)cc1)N/N=C/c1ccccc1O
 : -1.7 | 0.0 | -7 | 3
- Nn1cnnc1N/N=C/c1cc(Br)c(O)c(Br)c1
 : 1.4 | -0.1 | 5 | -4

Entries of single compounds, looked up by structure.
CCn1c(C)cc(/C=C2\NC(=O)N(Cc3ccc(Cl)cc3)C2=O)c1C as listed: GPR151 ag: -0.5; FBW7 activator: 0.0; MITF primary: 12; TEAD-YAP block: 11
CC(=O)c1ccc2c3c(onc13)-c1ccccc1C2=O as listed: GPR151 ag: -1.2; FBW7 activator: 0.5; MITF primary: 6; TEAD-YAP block: -30

(more compounds)
Every second line gives: GPR151 ag | FBW7 activator | MITF primary | TEAD-YAP block
- C=C(C)CSc1nnc(-c2cccc(S(=O)(=O)N3CCOCC3)c2)n1C1CCCC1
 : 1.1 | -0.1 | -6 | -4
- COc1cccc(C(=O)NNC2=CC(=O)CCC2)c1
 : 0.2 | 0.1 | 0 | -14
- CCOC(=O)CSc1nnc(CNC(=O)c2cccc(C)c2)n1C
 : -0.8 | -0.1 | 2 | 5
- NS(=O)(=O)c1ccc(-c2cnccc2NC(=O)C2COc3ccccc3O2)cc1 (stereo not drawn)
 : -1.1 | 0.0 | 6 | -5
- CC1CCCCC12NC(=O)N(CC(=O)Nc1ccc(Cl)c(Cl)c1)C2=O (stereo not drawn)
 : 0.2 | 0.2 | 3 | 4
- Cc1cccc(N2C(=O)NC(=O)/C(=C\c3ccc(O)cc3)C2=O)c1C
 : -0.2 | -0.1 | -4 | 7
- Cc1ncc2c(c1CNC(=O)c1ccoc1C)CCN(Cc1cccc3c1OCO3)C2
 : 0.9 | -0.1 | -6 | 4
- CC(=O)Nc1ccc2nc(C(F)(F)F)[nH]c2c1
 : 0.1 | -0.1 | 2 | 2
- Clc1ccc(N/N=C/c2ccc(N3CCOCC3)cc2)cc1
 : -0.6 | 0.1 | 5 | 0
- O=C(Nc1cccnc1Cl)c1nsc(Cl)c1Cl
 : 0.8 | 0.0 | 0 | 2
- CC(=O)c1cccc(NC(=O)N2CCN(c3nc4ccccc4n3CC(C)C)CC2)c1
 : -0.3 | 0.2 | 3 | -1
- CCN1C/C(=C\c2ccccc2OC(F)F)c2nc3ccccc3c(C(=O)O)c2C1
 : 1.4 | -0.1 | -2 | -9
- CCN(CC)S(=O)(=O)c1ccc(N=Nc2c(C)nn(-c3ccccc3)c2N)cc1
 : 0.8 | -0.1 | 10 | -2
- O=C(Nc1nccs1)C1CC(=O)N(c2ccccc2)C1 (stereo not drawn)
 : -0.7 | 0.1 | -12 | -7
- CC(=O)Nc1ccc(NS(=O)(=O)c2cc(Br)cc3c2N(C(C)=O)CC3)cc1
 : -0.3 | 0.1 | 13 | -3

Some of these compounds in order of heavy-atom count, descending:
Every second line gives: GPR151 ag | FBW7 activator | MITF primary | TEAD-YAP block
- CCN(CC)S(=O)(=O)c1ccc(N=Nc2c(C)nn(-c3ccccc3)c2N)cc1
 : 0.8 | -0.1 | 10 | -2
- Cc1cccc(N2C(=O)NC(=O)/C(=C\c3ccc(O)cc3)C2=O)c1C
 : -0.2 | -0.1 | -4 | 7
- CCOC(=O)CSc1nnc(CNC(=O)c2cccc(C)c2)n1C
 : -0.8 | -0.1 | 2 | 5
- O=C(Nc1nccs1)C1CC(=O)N(c2ccccc2)C1 (stereo not drawn)
 : -0.7 | 0.1 | -12 | -7

The listing continues:
Every second line gives: GPR151 ag | FBW7 activator | MITF primary | TEAD-YAP block
- CCCCC(=O)Nc1ccc(NC(=O)/C=C/c2cccc([N+](=O)[O-])c2)cc1OC
 : -0.7 | -0.1 | -9 | -6
- N#C/C(=C\c1ccccc1)C(=O)NCCN1CCOCC1
 : 1.6 | -0.1 | -14 | 0
- CCOc1ccc(C2CC(c3cccc(Br)c3)n3nc(N)nc3N2)cc1 (stereo not drawn)
 : 1.1 | -0.1 | 5 | 7
- CCCCCC(=O)Nc1cc(N(C)C)nc2ccccc12
 : 1.0 | -0.1 | -14 | -8
- Cc1cc(Cl)ccc1NC(=O)/C(=C\c1ccc([N+](=O)[O-])cc1)NC(=O)c1ccccc1Br
 : -0.4 | -0.2 | -8 | -3
- Cc1nc2ccccc2n1S(=O)(=O)N(C)C
 : 1.0 | -0.2 | -7 | -5
- CC(C)(C)c1ccc(OCc2nnc(Sc3ncc(Br)cc3[N+](=O)[O-])n2-c2ccccc2)cc1
 : 0.6 | 0.1 | -1 | 0
- COC(=O)CNC(c1ccccc1)c1cc(Br)ccc1NS(=O)(=O)c1ccccc1 (stereo not drawn)
 : -1.8 | 0.0 | 7 | 4
- CCCN(CC1CC1)C(=O)CCC1(Cc2ccc(OC)cc2F)CCC(=O)N1 (stereo not drawn)
 : 0.8 | 0.5 | 12 | -4
- Cc1cc(-c2ccnc3c(C#N)cnn23)c(C)s1
 : -0.7 | 0.2 | 12 | 3
- CCn1c(C(C)NC(=O)c2ccc(C)cc2)n[nH]c1=S (stereo not drawn)
 : 0.4 | 0.1 | -7 | -7
- CC1(C)CC(=O)C=C(NCc2ccc(C(=O)O)cc2)C1
 : -0.8&-0.6 | 0.1&0.1 | 10&7 | 3&0
- COc1ccccc1OCC(=O)Nc1ccc(Br)cc1C
 : 2.3 | 0.0 | 8 | -5
- Cc1nc2c(C(=O)NCC3CCCO3)cnn2c(C)c1Cc1ccccc1Cl (stereo not drawn)
 : -2.4 | 0.1 | 4 | 2
- CCOC(=O)c1ccc2nc(C)cc(Nc3ccc(C(=O)OC)cc3)c2c1
 : -1.3 | -0.1 | -7 | -11
- COc1cc(NS(=O)(=O)c2ccc(NC(=O)CSC3=NCCS3)cc2)nc(OC)n1
 : -2.3 | 0.1 | 23 | 5
- COc1ccc(/C=N/NC(=O)c2cc(C)[nH]n2)c(OC)c1
 : -1.8 | 2.3* | 21 | -13

From PubChem
